# Screens deposited in PubChem BioAssay by The Scripps Research Institute Molecular Screening Center.
# MITF primary: MITF inhibitors, primary screen, biochemical, AlphaScreen, human | Microphthalmia-associated transcription factor (Homo sapiens), O75030 | AlphaScreen MITF homodimerization, bead proximity signal | inhibition, % at 2.6 µM | hit rate 0.91% among 650,000; in the data active = inhibition above about 50%;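 also: 0% = vehicle wells with protein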
# GPR151 activ: activators of human GPR151, primary screen, cell-based, PathHunter beta-arrestin, luminescence; activation, % at 11.2 µM; hit rate 1% among 650,000; AID 1508602, 2020; G-protein coupled receptor 151 (Homo sapiens), Q8TDV0; PathHunter beta-arrestin GPR151 cells; in the data active = activation above about 4.9%;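 also: 0% = median of compound wells and 100% = cells with positive control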
# TEAD-YAP block: TEAD-YAP interaction inhibition, primary screen, TEAD-YAP interaction inhibitor project, luminescence, HEK-TIYL cells; TEAD-Gal4/YAP UAS-luciferase luminescence; inhibition, % at 9.12 µM; hit rate 1.4% among 640,000; AID 1259422, 2018; in the data active = inhibition above about 32%;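 also: 0% = median of test compound wells and 100% = reference inhibitor wells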
# FBW7 activator: FBW7 E3 ligase activators, primary screen, biochemical, AlphaScreen, human; F-box/WD repeat-containing protein 7 (Homo sapiens), Q969H0; AlphaScreen FBW7–phospho-cyclin E peptide binding, activator screen; normalized activity (activation), % at 26.1 µM; hit rate 0.13% among 650,000; AID 1259310, 2017; in the data active = normalized activity above about 1.9%;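 also: purified mutant Fbw7 with reduced substrate affinity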
# Target sequence (Q969H0 whole entry, looked up): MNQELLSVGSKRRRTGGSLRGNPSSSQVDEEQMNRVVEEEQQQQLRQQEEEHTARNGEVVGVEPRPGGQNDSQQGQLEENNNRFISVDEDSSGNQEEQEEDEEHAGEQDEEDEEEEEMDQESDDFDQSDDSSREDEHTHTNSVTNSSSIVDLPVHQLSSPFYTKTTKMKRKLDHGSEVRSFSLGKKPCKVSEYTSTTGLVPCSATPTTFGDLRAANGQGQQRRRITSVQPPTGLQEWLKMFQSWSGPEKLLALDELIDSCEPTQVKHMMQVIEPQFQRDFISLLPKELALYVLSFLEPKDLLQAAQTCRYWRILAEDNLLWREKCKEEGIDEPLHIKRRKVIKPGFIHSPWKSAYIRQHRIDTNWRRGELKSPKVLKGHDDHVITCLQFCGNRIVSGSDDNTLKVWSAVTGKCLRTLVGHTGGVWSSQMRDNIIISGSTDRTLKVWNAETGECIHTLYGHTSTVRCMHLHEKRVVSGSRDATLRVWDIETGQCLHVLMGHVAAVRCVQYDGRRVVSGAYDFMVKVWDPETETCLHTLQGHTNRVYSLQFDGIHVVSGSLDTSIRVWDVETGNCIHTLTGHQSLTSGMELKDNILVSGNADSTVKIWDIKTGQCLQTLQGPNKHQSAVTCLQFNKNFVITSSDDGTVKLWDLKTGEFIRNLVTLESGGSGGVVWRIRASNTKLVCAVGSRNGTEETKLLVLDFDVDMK
# * hit, by the source's call.
SMILES,MITF primary,GPR151 activ,TEAD-YAP block,FBW7 activator
COc1ccccc1C(=O)NC(N1CCCCC1)C(Cl)(Cl)Cl (stereo not drawn),-9.5,1.0,-10.6,0.1
CCOc1ccc(CNC(=O)CCCn2sc3ccccc3c2=O)cc1,-5.1,-0.4,-9.8,-0.1
O=C(OCC(=O)N1CCCCC1)c1c(Cl)cccc1Cl,-4.9,1.0,-14.8,-0.1
COc1ccc(C(=O)Nc2ccc3nn(-c4ccc(C)cc4)nc3c2)cc1Br,-0.5,-1.4,1.4,-0.1
CSc1ncc(Cl)c(C(=O)Nc2nc3ccc(F)cc3s2)n1,22.2,1.7,2.9,0.1
CCOc1ccc(NC(=O)CSc2nc3ccc([N+](=O)[O-])cc3s2)cc1,14.8,0.2,-1.9,-0.1
Cc1ccc(CCNS(=O)(=O)c2c(C)noc2C)cc1,-13.6,-0.6,-11.3,0.0
Cc1ccsc1CN1CCc2nnc(C(C)NC(=O)C(C)C)n2CC1 (stereo not drawn),-16.4,2.1,-14.3,-0.2
CC1(C)C(=O)OC(c2cccc([N+](=O)[O-])c2)C(C)(C)C1=O (stereo not drawn),11.6,-2.4,10.8,0.6
COc1ccc(CNC(=O)CCCn2c(SCc3cccc(Cl)c3)nc3cc4c(cc3c2=O)OCO4)cc1,-1.8,0.1,-4.8,-0.2
CNC(=S)NCCc1cc2c(OC)ccc(OC)c2[nH]c1=O,9.6,1.1,4.6,0.1
CC1CCCCN1C(=O)CN1CCc2nc(N3CCCC3)[nH]c(=O)c2C1 (stereo not drawn),2.9,0.1,-3.0,0.4
Cc1cc(N)n(-c2ncnc3c2cnn3-c2ccc(Cl)cc2)n1,3.2,0.2,7.1,0.2
Cn1c(COc2ccc3c(c2)OCO3)nnc1SCc1ccccc1,10.5,-0.9,-3.3,0.0
Cc1nc2ncnn2c(N2CCN(c3ccccc3F)CC2)c1C,6.9,0.5,0.3,0.2
Cc1nc(NC(=O)c2ccccc2)sc1-c1csc(Nc2ncccn2)n1,18.0,1.6,4.7,0.8
COc1ccc(-c2nc(C#N)c(NCc3ccc(C)cc3)o2)cc1OC,-8.2,-0.3,-24.1,0.2
COC(=O)c1ccc(NC(=O)CSc2nc(-c3cccs3)cc(=O)[nH]2)cc1,9.7,-0.6,-0.2,0.1
COc1ccc([N+](=O)[O-])cc1NC(=O)/C=C/c1ccc(F)cc1,12.0,8.8*,19.2,0.5
CC(C)Oc1ccc(C(=O)N(C(=O)N2CCCCC2)c2ccccc2)cc1,-7.2,-0.5,1.5,-0.3
O=C(CCS(=O)(=O)c1ccccc1)Nc1cccc(C(F)(F)F)c1,0.6,1.4,-19.4,0.8
COc1ccc(NC(=O)CSc2ccc3nnc(-c4ccccc4)n3n2)cc1OC,4.0,-0.3,-6.8,0.1
CC(=O)C1=C(O)C(=O)NC1c1cccc(F)c1 (stereo not drawn),5.6,-0.5,0.7,-0.1
COc1ccc(CCNC(=O)c2oc3c(c2C)C(=O)CC(C)(C)C3)cc1OC,5.2,0.1,8.2,-0.1

# Compounds listed so far that contain a thiophene ring, fused or not (2):
SMILES,MITF primary,GPR151 activ,TEAD-YAP block,FBW7 activator
Cc1ccsc1CN1CCc2nnc(C(C)NC(=O)C(C)C)n2CC1 (stereo not drawn),-16.4,2.1,-14.3,-0.2
COC(=O)c1ccc(NC(=O)CSc2nc(-c3cccs3)cc(=O)[nH]2)cc1,9.7,-0.6,-0.2,0.1

# Next section
SMILES,MITF primary,GPR151 activ,TEAD-YAP block,FBW7 activator
CN(Cc1ccccc1)S(=O)(=O)c1ccc(NC(=O)c2ccccc2C(=O)O)cc1,3.1,0.3,6.1,0.1
O=C1NCCN(Cc2ccc(F)c(F)c2)C1CC(=O)N1CCN(C2CCCCC2)C(=O)C1 (stereo not drawn),3.3,-0.7,6.6,0.2
CCOC(=O)C1(C)NC(c2ccco2)C2C(=O)N(C)C(=O)C21 (stereo not drawn),8.9,-0.6,-0.1,0.0
COc1ccccc1Cc1nnc(C(N)=O)o1,-6.1,0.0,-4.1,0.1
COc1ccc(-c2nc(Nc3ccc(Oc4ccccc4)cc3)c3ncn(C4CCCCC4)c3n2)cc1,13.7,-1.5,-4.8,0.3
CC(C)(C)OC(=O)N1C(C(=O)O)CSC1c1ccccc1Cl (stereo not drawn),-1.6,-0.4,-0.6,-0.1
Cc1nn(C(C)C(=O)NC(N)=O)c(C)c1[N+](=O)[O-] (stereo not drawn),4.2,1.1,-1.3,-0.2
O=C(N/C(=C/c1ccc(F)cc1)C(=O)N1CCOCC1)c1ccco1,4.4,0.1,2.7,0.2
CC(Sc1ccccc1)C(=O)NC(C)(C)C (stereo not drawn),-10.0,0.6,-5.2,0.1
CC1=CC(C)(C)N(C(=O)CSc2nccc(C)n2)c2ccccc21,9.1,-0.2,-5.2,0.3
CCc1ccc(NC(=O)c2cc3c(=O)oc4ccccc4c3s2)cc1,8.5,-0.4,2.3,-0.1
COCCOC(=O)c1cnc(Nc2nc3ccccc3o2)nc1C,9.6,-1.3,-42.5,0.1
C/C(=N\NC(=O)CC(=O)N/N=C(\C)c1ccc([N+](=O)[O-])o1)c1ccc([N+](=O)[O-])o1,24.3,-0.1,0.9,-0.1
C=CCOc1ccc(C(=O)O)cc1OCC,19.9,-0.5,2.0,1.0
N#Cc1ccccc1N1C(=O)C2C3C=CC(CC3)C2C1=O (stereo not drawn),-11.4,2.1,-15.3,0.3
Cc1cc(C)n(S(=O)(=O)Cc2ccccc2)n1,18.9,-0.6,-6.9,0.2
CC(C)Cc1cc(CN2CCc3ccc(NC(=O)C4CCCO4)cc3C2)[nH]n1 (stereo not drawn),6.7,1.3,1.1,0.0
Cc1ccc(CNC(=O)CN(c2ccc(Br)c(C)c2)S(C)(=O)=O)cc1,14.5,-0.4,8.4,0.1
Cc1ccc2[nH]c3ccccc3c(=O)c2c1,-19.4,-2.4,-28.7,0.3
CCOc1ccc(NC2=NCCCCC2)cc1,4.9,-0.1,5.2,0.3
Cc1ccccc1C(=O)NC1CCN(S(=O)(=O)c2ccccc2)CC1,-29.4,0.6,-1.5,0.1
CCOc1ccc(N/C=C/C(=O)c2ccc(OC)cc2)cc1,-3.9,0.8,1.1,-0.1
COc1ccc(CC(C(=O)OC2CC(C)N(C)C(C)C2)c2ccccc2)cc1 (stereo not drawn),-4.2,2.0,-1.0,-0.2
COc1ccc(/C=C/c2ccc3ccccc3[n+]2[O-])c(OC)c1,-30.4,0.2,5.1,0.1
Cc1ccc(-c2cc3ccccn3c2)cc1,3.5,1.9,-4.4,0.8
CC1CC(=O)Nc2ccccc2N1C(=O)c1ccccc1Cl (stereo not drawn),-4.4,0.5,-7.7,0.0
Cc1ccc(C)c(N2CCN(c3cc(NCCO)c([N+](=O)[O-])c4nonc34)CC2)c1,1.1,-0.3,-2.8,-0.2
Cc1ccc(-c2cc(C(F)(F)F)n3ncc(C(=O)NC(C)(C)C)c3n2)cc1,-1.8,-1.2,-7.8,-0.1
CCOC(=O)Cn1c(=O)oc2cc(S(=O)(=O)NC3CCCCCCC3)ccc21,-6.8,-0.4,-5.1,-0.2
CCC(C)N1C2OC(C3OC4C(O3)N(C(C)CC)S(=O)(=O)N4C(C)CC)OC2N(C(C)CC)S1(=O)=O (stereo not drawn),8.2,-1.5,5.0,0.0
COc1ccccc1N1C(=O)c2cccc3c(N4CCN(C)CC4)ccc(c23)C1=O,-8.7,-0.5,10.8,0.0
O=C(Nc1cccc(-c2ccn[nH]2)c1)C1CCCC1,5.9,1.5,6.8,0.2
CCCOC(=O)c1ccc(-c2ccc(/C=C3\C(=O)N=C(N)N3C)o2)cc1,7.6,-0.8,-48.3,0.1
O=C(COC(=O)c1cc[n+]([O-])cc1)Nc1ccc([N+](=O)[O-])cc1Cl,-3.6,0.2,12.1,-0.1
COC(=O)C1=C(C)N=C2SCCC(=O)N2C1c1cc(Br)ccc1OC (stereo not drawn),-5.2,1.9,-5.7,-0.2
COc1cccc(CN(C(=O)c2ccc(Cl)cc2)C2CCS(=O)(=O)C2)c1 (stereo not drawn),-3.1,-2.0,-5.7,0.0

# Sorted by molar mass (largest number first): part of the list above.
SMILES,MITF primary,GPR151 activ,TEAD-YAP block,FBW7 activator
COC(=O)C1=C(C)N=C2SCCC(=O)N2C1c1cc(Br)ccc1OC (stereo not drawn),-5.2,1.9,-5.7,-0.2
Cc1ccc(C)c(N2CCN(c3cc(NCCO)c([N+](=O)[O-])c4nonc34)CC2)c1,1.1,-0.3,-2.8,-0.2
CCOC(=O)Cn1c(=O)oc2cc(S(=O)(=O)NC3CCCCCCC3)ccc21,-6.8,-0.4,-5.1,-0.2
C/C(=N\NC(=O)CC(=O)N/N=C(\C)c1ccc([N+](=O)[O-])o1)c1ccc([N+](=O)[O-])o1,24.3,-0.1,0.9,-0.1
COc1ccccc1N1C(=O)c2cccc3c(N4CCN(C)CC4)ccc(c23)C1=O,-8.7,-0.5,10.8,0.0
COc1cccc(CN(C(=O)c2ccc(Cl)cc2)C2CCS(=O)(=O)C2)c1 (stereo not drawn),-3.1,-2.0,-5.7,0.0
CC(C)Cc1cc(CN2CCc3ccc(NC(=O)C4CCCO4)cc3C2)[nH]n1 (stereo not drawn),6.7,1.3,1.1,0.0
COc1ccc(CC(C(=O)OC2CC(C)N(C)C(C)C2)c2ccccc2)cc1 (stereo not drawn),-4.2,2.0,-1.0,-0.2
Cc1ccc(-c2cc(C(F)(F)F)n3ncc(C(=O)NC(C)(C)C)c3n2)cc1,-1.8,-1.2,-7.8,-0.1
Cc1ccccc1C(=O)NC1CCN(S(=O)(=O)c2ccccc2)CC1,-29.4,0.6,-1.5,0.1
CCCOC(=O)c1ccc(-c2ccc(/C=C3\C(=O)N=C(N)N3C)o2)cc1,7.6,-0.8,-48.3,0.1
CC1CC(=O)Nc2ccccc2N1C(=O)c1ccccc1Cl (stereo not drawn),-4.4,0.5,-7.7,0.0
COc1ccc(/C=C/c2ccc3ccccc3[n+]2[O-])c(OC)c1,-30.4,0.2,5.1,0.1
CCOc1ccc(N/C=C/C(=O)c2ccc(OC)cc2)cc1,-3.9,0.8,1.1,-0.1
N#Cc1ccccc1N1C(=O)C2C3C=CC(CC3)C2C1=O (stereo not drawn),-11.4,2.1,-15.3,0.3
O=C(Nc1cccc(-c2ccn[nH]2)c1)C1CCCC1,5.9,1.5,6.8,0.2
Cc1cc(C)n(S(=O)(=O)Cc2ccccc2)n1,18.9,-0.6,-6.9,0.2
CCOc1ccc(NC2=NCCCCC2)cc1,4.9,-0.1,5.2,0.3
C=CCOc1ccc(C(=O)O)cc1OCC,19.9,-0.5,2.0,1.0
Cc1ccc2[nH]c3ccccc3c(=O)c2c1,-19.4,-2.4,-28.7,0.3
Cc1ccc(-c2cc3ccccn3c2)cc1,3.5,1.9,-4.4,0.8

# (more compounds)
SMILES,MITF primary,GPR151 activ,TEAD-YAP block,FBW7 activator
CCCOc1ccc(Br)cc1C1=CSC2=NCCN12,9.4,2.3,7.2,0.1
COC(=O)c1ccccc1NC(=O)Cn1nc([N+](=O)[O-])c(Br)c1C,16.3,0.2,-6.3,0.0
Cc1cc2c(cc3c(=O)n(CC(=O)NC4CC4)nc(C)n32)s1,8.6,-0.6,4.8,0.0
CCCCCOC(=O)Cn1c(Br)nc2c1c(=O)[nH]c(=O)n2C,-3.8,1.0,5.1,-0.2
Cc1ccc(C(=O)CCC(=O)Nc2cccc(C)c2)cc1,13.5,-0.1,4.0,0.1
O=c1[nH]c2ccccc2c(-c2ccccc2)c1Sc1nnc(-c2cccs2)n1-c1ccccc1,-17.4,-1.3,-6.6,-0.1
CSc1nc2n(n1)C(c1ccccc1[N+](=O)[O-])C1=C(CCCC1=O)N2 (stereo not drawn),-11.8,-0.1,6.6,0.0
O=C(Nc1ccccc1)/C(=C\c1ccco1)NC(=O)c1cccc([N+](=O)[O-])c1,11.9,-0.2,-9.9,-0.1
CN1C(=O)C(O)(CC(=O)c2cccc(N3C(=O)C4CCCCC4C3=O)c2)c2ccccc21 (stereo not drawn),9.9,-1.1,-1.2,0.1
O=C1CN(CC(=O)Nc2c(Cl)cc(Cl)cc2Cl)CCN1,39.8,0.4,9.1,0.2
O=C(O)c1ccccc1NC(=O)c1cc2cc(Br)cc(Br)c2oc1=O,4.4,0.6,-1.9,-0.1
Nc1c(C(=O)Nc2ccc(S(N)(=O)=O)cc2)sc2nc3c(cc12)CCCCC3,6.8,2.6,-7.2,0.1
CCCCNc1ccc(S(=O)(=O)N(CC)CC)cc1[N+](=O)[O-],12.5,-1.2,1.9,-0.2
COc1ccc(C2C(C(=O)OC(C)C)=C(C)N=c3s/c(=C\c4ccc(-c5cccc(C(=O)O)c5)o4)c(=O)n32)cc1 (stereo not drawn),13.7,0.1,-2.3,-0.2
Cc1nc(N(C)C)c2c3c(sc2n1)CCCC3,4.5,2.0,10.2,-0.1
COc1ccc(-c2cc(-c3ccccc3)nc(SCC#N)c2C#N)cc1,1.8,-0.1,2.3,-0.1
